Screening data as filed in PubChem.
UDG counterscr: UDG inhibition counter-screen. FRET deamination/UDG coupled assay, UDG read, 4 h. Potency, µM (titrated, usually from 115 µM), for inactives: at the top dose activity change, negative = inhibition, actives largely listed as inhibitors. 91,000 compounds, 0.14% hits; also: nearly all actives have a fitted effect of over 65% in size
AID inhibitor: activation induced cytidine deaminase inhibition; AID deamination FRET fluorescence, UDG-coupled, 4 h; 91,000 compounds, 0.32% hits; Potency, µM (top dose mostly 115 µM), for the others: top-dose activity change, negative = inhibition, most hits filed as inhibitors; Q9GZX7; AID 1347428; also: nearly all actives have a fitted effect of over 25% in size
Target sequence (Q9GZX7 whole entry, looked up): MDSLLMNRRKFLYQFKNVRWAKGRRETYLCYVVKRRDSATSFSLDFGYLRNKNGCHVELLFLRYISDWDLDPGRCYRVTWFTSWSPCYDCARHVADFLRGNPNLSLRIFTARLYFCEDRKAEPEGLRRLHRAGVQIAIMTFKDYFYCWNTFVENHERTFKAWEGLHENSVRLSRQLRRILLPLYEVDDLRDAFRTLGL
Numbers without * were called inactive; u = inconclusive; [ ] = remark or other dose. Calls follow the shape of the dose curve; as a rule, active = well fitted curve in the direction sought with a large enough effect; inconclusive = small, poorly fitted or top-dose-only effect, or another doubt; inactive = no such curve, though single readings can be large; an effect the other way counts as inactive or inconclusive. % is scaled to controls: 0 for no effect and ±100 for the full control effect; potency is read from the fitted curve at half-maximal effect. An excerpt. The share of hits here may be higher or lower than overall.

entry	molecule	UDG counterscr	AID inhibitor
1	O=C(COc1ccccc1-c1noc(-c2ccc(Cl)cc2)n1)NCc1ccccc1	-2.3%	5.7%
2	C/C=C/Cn1c(N2CCCCC2)nc2c1c(=O)[nH]c(=O)n2C	-5.7%	-1.5%
3	O=C(O)c1ccc(/C=C/C(=O)c2ccc(N3CCOCC3)cc2)cc1	-13.1%	1.9%
4	O=C(Nc1ccc(F)cc1F)c1cnn2c3c(cnc12)CCCCC3	-17.3%	-8.0%
5	Cc1cc(=O)oc2c(C)c(OCC(=O)Nc3nc4ccccc4[nH]3)ccc12	-0.6%	1.7%
6	CC1=C(c2ccc(Cl)cc2)S(=O)(=O)NC1=NCc1ccc(C)cc1	u	2.8%
7	CCOc1ccc2cc(C(=O)N3CCC(N4CCCCC4)CC3)[nH]c2c1	2.6%	-2.5%
8	CCCc1cc(=O)oc2c(C)c(OC(C)C(=O)NCCN3CCOCC3)ccc12 (configuration not stated)	4.3%	1.5%
9	CC(C)c1ccc(NC(=O)C2CCCN(S(=O)(=O)c3cccc4nonc34)C2)cc1 (configuration not stated)	4.0%	17.5%
10	Cc1ccc(C2c3c(-c4ccccc4O)n[nH]c3C(=O)N2CCCO)cc1 (configuration not stated)	-16.4%	-18.2%
11	Cc1nccn1CCc1nc2cc(NC(=O)CC(C)C)ccc2n1C	2.1%	2.6%
12	COc1ccc2cnn(CC(=O)NCc3ccccc3Cl)c(=O)c2c1OC	-4.2%	5.8%
13	CC(=O)c1ccc(NC(=O)CC(c2cccs2)N2Cc3ccccc3C2=O)cc1 (configuration not stated)	7.8%	32.6%[activator]
14	CC(=O)Nc1ccc(NC(=O)CCNS(=O)(=O)c2cccc3nsnc23)cc1	2.5%	50.6%[activator]
15	N#Cc1ccc(OCC(=O)c2ccc3c(c2)CCC3)cc1	-9.1%	-1.6%
16	Cc1ccnc(-c2cccc([N+](=O)[O-])c2)[n+]1[O-]	-4.3%	-5.8%
17	COC(=O)c1cc(C)nc2c1c(=O)nc(SCc1cccc(C(F)(F)F)c1)n2C1CC1	59.6%[activator]	3.7%
18	OCc1cccc(Nc2nc(-c3cccs3)nc3ccccc23)c1	-3.3%	-6.2%
19	O=C(CSc1nc2ccccc2[nH]1)N1CCN(S(=O)(=O)c2ccccc2)C1	3.6%	0.0%
20	Cc1c(Cl)ccc2sc(N3CCN(C(=O)CCS(=O)(=O)c4ccc(F)cc4)CC3)nc12	u	-8.8%
21	CCCN(CCC)C(=O)Cn1c(=O)n(CCCCCC(=O)NCc2ccc3c(c2)OCO3)c(=O)c2sccc21	-4.1%	3.6%
22	COc1ccc(C(=O)NNc2ncnc3c2cnn3-c2cccc(Cl)c2)cc1OC	11.1%	-15.6%
23	COc1ccc(C(=O)c2sc(Nc3cccc(F)c3)nc2N)cc1	2.5%	3.1%
24	Cc1ccc(CNc2oc(-c3ccccc3C)nc2C#N)cc1	-4.1%	-2.0%
25	Cc1cccc(N(CCC(N)=O)C(=O)c2ccc(C#N)cc2)c1	-1.0%	-5.9%
26	COC(=O)c1cc(C2CC2)nc2onc(-c3ccc(F)cc3)c12	3.0%	-9.0%
27	Cc1ccccc1NC(=O)c1ccc2[nH]c(C)c(C)c2c1	-9.3%	1.6%
28	O=C(O)CCCC(=O)N1CCN(c2nc(-c3ccccc3)c3cc(Br)ccc3n2)CC1	0.8%	-4.2%
29	CCCc1cc(=O)oc2cc(OS(=O)(=O)c3cc(Br)ccc3OCC)ccc12	-0.1%	-3.0%
30	Cc1c(C)c2ccc(OCC(=O)NCCN(C)C)c(C)c2oc1=O	4.5%	-3.9%
31	O=C(CSc1nc(-c2ccccc2)cn1-c1ccccc1)Nc1ccccc1	-9.1%	-13.6%
32	COc1cccc2cc(-c3cc(=O)oc4cc(C)c(OS(C)(=O)=O)cc34)oc12	-0.7%	3.0%
33	O=CNNC(=S)Nc1ccc(Br)cc1	-8.7%	-8.6%
34	CN(C)C(=O)c1ccc(Br)s1	-1.7%	0.6%
35	CCCCNC(=O)c1cccc(I)c1	-7.1%	-6.6%
36	C#CCOc1c(Cl)cc(/C=C(/C#N)C(=O)OCC)cc1OC	-7.8%	-1.8%
37	O=C(CCc1cccs1)Nc1ccc(N2CCOCC2)cc1	-6.2%	4.0%
38	COc1ccc(-c2nc3c(c(SCC(=O)N4CCCCC4)n2)Cc2cc(C)ccc2O3)cc1	-13.8%	0.4%
39	CCN1CCN(c2ncnc3c2cnn3-c2ccc(F)cc2)CC1	u	-13.1%
40	CC(=O)Nc1nc2ccc(NC(=O)CCC(=O)N3CCCCCC3)cc2s1	-7.7%	-4.5%
41	CCOc1cc(CNC(=O)c2ccc3c(c2)N(C)C(=O)C2CCCCN32)cc(OCC)c1OCC (configuration not stated)	-26.2%	-24.0%
42	Cc1ccc2c(CC(=O)N(Cc3ccc(N(C)C)cc3)Cc3ccco3)coc2c1C	-20.1%	u
43	O=C(Nc1cccc(Br)c1)c1ccc2c(c1)CCC2	0.6%	-3.7%
44	COc1ccc(-c2nc3ccccc3o2)cc1NC(=O)C(C)(C)Oc1ccc(Br)cc1	3.0%	-9.0%
45	Cc1ccc(NC(=O)CSc2nc3ccccc3c3nc(CCc4c(C)n[nH]c4C)nn23)c(C)c1	-21.6%	-15.7%
46	Cc1ccc(NC(=O)c2sc(-n3nc(C)c(Cc4ccc5c(c4)OCO5)c3C)nc2C)cc1C	-22.5%	-11.8%
47	O=C(COc1ccc(Cl)cc1)N(Cc1ccco1)c1ccccn1	u	-8.7%
48	COCCOCCNC(=O)c1ccc2c(c1)NC(=O)CS2	-9.3%	-3.3%
49	COc1ccc(OC)c(CCNC(=O)CC(C)(C)C)c1	-4.8%	-6.0%
50	Cc1ccc2c(c1)[C@H]1OCCC[C@H]1C(c1ccc(O)c(Br)c1)N2 (some centres not stated)	4.9%	3.3%
51	Cc1ccc(C(=O)Nc2ccccc2)cc1S(=O)(=O)Nc1ccccc1	30.3%[activator]	6.8%
52	COc1cccc(Cn2c(SCC(=O)N(C)c3ccccc3)nc3ccccc32)c1	u	u
53	CCc1ccc(C(=O)Cc2cc3cccc(OC)c3oc2=O)cc1	2.3%	-8.8%
54	CCOc1ccccc1NC(=O)COC(=O)c1cn(CC)c2nc(C)ccc2c1=O	-7.5%	2.6%
55	CCC(NC(=O)Nc1cc(OC)ccc1OC)c1c(-n2cccc2)sc2c1CCN(CC)C2 (configuration not stated)	-14.0%	2.3%
56	COc1ccc(NC(=O)CN(C)C(=O)c2nn(-c3ccccc3)c3c2CCC3)cc1	-1.6%	-10.7%
57	CCOc1ccc(S(=O)(=O)[C@H]2CS(=O)(=O)C[C@@H]2N2CCC3(CC2)OCCO3)cc1	-1.4%	-2.8%
58	Cn1c(=O)[nH]c(=O)c2c1nc(CN1CCN(Cc3ccccc3)CC1)n2CCCO	0.6%	6.0%
59	CCC(=O)c1ccc(OC(=O)c2ccc(OC)c(I)c2)cc1	0.6%	-7.4%
60	O=C(Nc1ccc(Br)cc1)c1ccc(F)c(S(=O)(=O)NC2CCCCCC2)c1	-7.7%	-18.5%

Whole records from above. Values in the order: UDG counterscr, AID inhibitor
Profile of CCOc1ccc(S(=O)(=O)[C@H]2CS(=O)(=O)C[C@@H]2N2CCC3(CC2)OCCO3)cc1 → -1.4%, -2.8%
Profile of CCC(=O)c1ccc(OC(=O)c2ccc(OC)c(I)c2)cc1 → 0.6%, -7.4%

Quoted from above, entries 38–57
entry	molecule	UDG counterscr	AID inhibitor
38	COc1ccc(-c2nc3c(c(SCC(=O)N4CCCCC4)n2)Cc2cc(C)ccc2O3)cc1	-13.8%	0.4%
39	CCN1CCN(c2ncnc3c2cnn3-c2ccc(F)cc2)CC1	u	-13.1%
40	CC(=O)Nc1nc2ccc(NC(=O)CCC(=O)N3CCCCCC3)cc2s1	-7.7%	-4.5%
41	CCOc1cc(CNC(=O)c2ccc3c(c2)N(C)C(=O)C2CCCCN32)cc(OCC)c1OCC (configuration not stated)	-26.2%	-24.0%
42	Cc1ccc2c(CC(=O)N(Cc3ccc(N(C)C)cc3)Cc3ccco3)coc2c1C	-20.1%	u
43	O=C(Nc1cccc(Br)c1)c1ccc2c(c1)CCC2	0.6%	-3.7%
44	COc1ccc(-c2nc3ccccc3o2)cc1NC(=O)C(C)(C)Oc1ccc(Br)cc1	3.0%	-9.0%
45	Cc1ccc(NC(=O)CSc2nc3ccccc3c3nc(CCc4c(C)n[nH]c4C)nn23)c(C)c1	-21.6%	-15.7%
46	Cc1ccc(NC(=O)c2sc(-n3nc(C)c(Cc4ccc5c(c4)OCO5)c3C)nc2C)cc1C	-22.5%	-11.8%
47	O=C(COc1ccc(Cl)cc1)N(Cc1ccco1)c1ccccn1	u	-8.7%
48	COCCOCCNC(=O)c1ccc2c(c1)NC(=O)CS2	-9.3%	-3.3%
49	COc1ccc(OC)c(CCNC(=O)CC(C)(C)C)c1	-4.8%	-6.0%
50	Cc1ccc2c(c1)[C@H]1OCCC[C@H]1C(c1ccc(O)c(Br)c1)N2 (some centres not stated)	4.9%	3.3%
51	Cc1ccc(C(=O)Nc2ccccc2)cc1S(=O)(=O)Nc1ccccc1	30.3%[activator]	6.8%
52	COc1cccc(Cn2c(SCC(=O)N(C)c3ccccc3)nc3ccccc32)c1	u	u
53	CCc1ccc(C(=O)Cc2cc3cccc(OC)c3oc2=O)cc1	2.3%	-8.8%
54	CCOc1ccccc1NC(=O)COC(=O)c1cn(CC)c2nc(C)ccc2c1=O	-7.5%	2.6%
55	CCC(NC(=O)Nc1cc(OC)ccc1OC)c1c(-n2cccc2)sc2c1CCN(CC)C2 (configuration not stated)	-14.0%	2.3%
56	COc1ccc(NC(=O)CN(C)C(=O)c2nn(-c3ccccc3)c3c2CCC3)cc1	-1.6%	-10.7%
57	CCOc1ccc(S(=O)(=O)[C@H]2CS(=O)(=O)C[C@@H]2N2CCC3(CC2)OCCO3)cc1	-1.4%	-2.8%

The listing continues:
entry	molecule	UDG counterscr	AID inhibitor
61	CC(=O)Oc1ccccc1C(=O)Oc1cccc(C)c1	2.2%	-0.2%
62	Cc1cccc(CC(=O)Nc2cccc(-c3nc4cccnc4s3)c2)c1	2.1%[57.5 µM]	3.2%
63	O=C(c1ccccc1Cl)N(Cc1ccco1)c1ccccn1	-0.6%	5.6%
64	c1ccc(N2CCN(c3nc(-c4cccnc4)nc4ccccc34)CC2)cc1	-9.1%	u
65	COc1cccc(C(=O)Nc2ccc3nc(N4CCC(C)CC4)cc(C)c3c2)c1	-17.7%	u
66	COc1cc(CNC(c2ccccc2)c2ccccc2)cc(OC)c1	-3.4%	-9.3%
67	Cc1ccccc1NC(=O)CSc1nc(-c2ccccc2)cn1-c1ccccc1F	-3.6%	-19.4%
68	CCc1ccc(-c2nn(CC)c(=O)c3c2CCCC3)cc1S(=O)(=O)NC1CCCC1	6.0%	-10.3%
69	O=C(CSc1nc2c([nH]c3ccccc32)c(=O)n1-c1cccc(Cl)c1)N1CCc2ccccc21	-2.9%	13.1%
70	O=C(Nc1nnc(S(=O)(=O)N2CCc3ccccc32)s1)c1cccc(Cl)c1	-2.3%	u
71	COC(=O)c1ccc(COc2c(Cl)cccc2Cl)cc1	-3.0%	-9.7%
72	Cc1ccc2oc(C(=O)Nc3ncc(Cc4ccccc4)s3)cc(=O)c2c1	4.1%	-10.5%
73	Cc1ccccc1NC(=O)CSc1nnc(C(C)N2C(=O)COc3ccccc32)n1C (configuration not stated)	-4.9%	-12.0%
74	COc1ccc(S(=O)(=O)Nc2ccc(O)c(Sc3nc4ccccc4s3)c2)cc1	4.3%	25.7%
75	CC(=O)NNC(=S)Nc1ccc(C)cc1C	5.4%	7.7%
76	CCOC(=O)c1ccc2c(c1)sc1nc(-c3ccc(OCC)cc3)cn12	-17.2%	9.2%
77	COc1cc(/C=C(/C#N)c2nc3ccccc3[nH]2)cc(Cl)c1OC	-10.3%	-13.4%
78	O=C(O)CC(C(=O)O)c1ccccc1 (configuration not stated)	7.0%	1.4%
79	COc1ccc(NC(=O)c2ccc(NC(=O)c3ccc4ccccc4n3)cc2)cc1	-0.2%	-0.6%
80	Cc1ccc(C)c(NC(=O)C(C)SCc2nc(-c3ccccc3)oc2C)c1 (configuration not stated)	-5.5%	8.4%
81	Cc1cccc(Cn2c(=O)n(CC3CCC(C(=O)N4CCOCC4)CC3)c(=O)c3sccc32)c1 (configuration not stated)	4.5%	-16.9%
82	Cc1cc(Cl)nc2ccc([N+](=O)[O-])cc12	0.3%	3.4%
83	Cn1cc(C(=O)O)c(=O)c2cc(S(=O)(=O)N3CCCCC3)ccc21	0.0%	-8.0%
84	COc1ccc(OC)c(CCNC(=O)CCCn2c(=O)c3cccn3c3cccnc32)c1	-1.7%	-3.4%
85	Clc1cccc(N2CCN(c3ncnc4nc[nH]c34)CC2)c1	2.4%	-0.9%
86	Cc1cc(C)cc(NC(=O)CSc2nncn3c2cc2occc23)c1	10.3%	17.1%
87	O=C(CSc1nnc2[nH]c(=O)cc(-c3ccccc3)n12)Nc1cc(C(F)(F)F)ccc1Cl	-0.7%	u
88	CCC(C)Nc1oc(-c2ccc(COc3ccc(Cl)cc3)o2)nc1C#N (configuration not stated)	-4.7%	-14.6%
89	COC(=O)c1c(SCC(=O)Nc2ccccc2C(F)(F)F)[nH]c2ccc(Cl)cc2c1=O	11.2%	u
90	COc1ccc(-c2ccc(CCC(=O)O)n2CC(=O)Nc2cccc(Cl)c2C)cc1	-6.6%	-18.3%
91	O=C(CSc1nc(=O)[nH]c2c1CCCC2)NCc1ccccc1Cl	u	u
92	NC(=O)COc1ncnc2c(Cl)cc(Cl)cc12	-1.0%	-4.1%
93	CCN(C(=O)C(C)Cl)C1CCCCC1 (configuration not stated)	1.8%	3.3%
